Bioassay records from PubChem.
mcGAS RapidFire = inhibitors of Mus musculus cyclic GMP-AMP synthase, initial high-throughput assay, cell-free, RapidFire MS; inhibition, % at 12.5 µM; recombinant mouse cGAS, cGAMP by RapidFire MS; Q8C6L5; AID 1259397, 2018; 130,000 compounds, 0.18% hits;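 active = inhibition of cGAS enzyme activity at or above 60%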;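 also: enzyme stimulated by 45 bp dsDNA with ATP and GTP substrates; cGAMP share of summed cGAMP plus half ATP and half GTP signals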
Target sequence (Q8C6L5 whole entry, looked up): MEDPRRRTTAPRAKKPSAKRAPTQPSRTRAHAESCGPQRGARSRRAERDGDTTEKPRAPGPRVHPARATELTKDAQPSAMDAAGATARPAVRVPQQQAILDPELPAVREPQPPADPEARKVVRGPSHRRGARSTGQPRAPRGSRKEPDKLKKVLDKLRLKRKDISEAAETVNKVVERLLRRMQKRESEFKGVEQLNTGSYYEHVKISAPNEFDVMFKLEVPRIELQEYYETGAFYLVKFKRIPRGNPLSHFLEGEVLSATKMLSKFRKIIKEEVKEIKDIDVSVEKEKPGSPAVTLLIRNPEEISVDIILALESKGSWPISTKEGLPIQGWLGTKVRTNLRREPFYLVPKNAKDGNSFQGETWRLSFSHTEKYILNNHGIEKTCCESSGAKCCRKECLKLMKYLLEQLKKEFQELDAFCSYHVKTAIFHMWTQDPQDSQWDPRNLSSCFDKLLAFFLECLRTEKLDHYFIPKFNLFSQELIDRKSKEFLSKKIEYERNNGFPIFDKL
* = called active by the depositor; & = joins results of further samples. Only part of the results is shown; the hit share may differ from the screen's.

Results for Cc1ccc(C)c(S(=O)(=O)NC2(c3ccccc3)CCC2)c1 ?
mcGAS RapidFire: -1

Results for Cc1ccc(CN(C)C(=O)CCNS(=O)(=O)c2cccnc2)o1 ?
mcGAS RapidFire: 2

How did COc1cccc(CCn2ccnc2-c2ccco2)c1OC do in these assays?
mcGAS RapidFire: -5

How did C=CCOc1ccccc1/C=N\NC(=O)C(C)C do in these assays?
mcGAS RapidFire: -11

Results for COCc1nc(NCCc2csc(C(C)C)n2)c2cnn(C)c2n1 ?
mcGAS RapidFire: -22

How did COC(=O)c1c(NC(=O)C2CCCO2)sc2c1CCC2 (centres undefined) do in these assays?
mcGAS RapidFire: -6

What do the screens show for `O=C(O)C12CC3CC(CC(C3)C1)C2`?
mcGAS RapidFire: -3

What do the screens show for `C#CCCC(=O)N(CCC)Cc1cccc(Cl)c1`?
mcGAS RapidFire: -31

What do the screens show for `O=C(c1ccc(-c2ccc(Cl)cc2)o1)N1CCCN(C(=O)C2CCCC2)CC1`?
mcGAS RapidFire: -3

What do the screens show for `O=c1c2cnc3nc(-c4cccnc4)nn3c2ccn1CC1CCCO1` (centres undefined)?
mcGAS RapidFire: 1

What do the screens show for `CN(C)C(=O)N1CCN(c2cc(-c3ccccc3)c3ccccc3n2)CC1`?
mcGAS RapidFire: 1

Results for COC(=O)C1CCN(C(=O)COc2cc(C(C)C)c(Cl)cc2C)CC1 ?
mcGAS RapidFire: -3

Results for CCn1c(CC2CCN(Cc3ccc4nonc4c3)CC2)nn(C)c1=O ?
mcGAS RapidFire: -36

Results for CC(C)=CCC/C(C)=C/CN1C[C@@H](Sc2nc3ccccc3[nH]2)C[C@H]1C(=O)N(C)C ?
mcGAS RapidFire: -11

What do the screens show for `Cc1[nH]c2ccc(CNC(=O)C(c3cccnc3)N3CCOCC3)cc2c1C` (centres undefined)?
mcGAS RapidFire: -2

Entries listed so far with a carbonyl joined to an NH by a bond outside any ring, in the order listed:
How did C=CCOc1ccccc1/C=N\NC(=O)C(C)C do in these assays?
mcGAS RapidFire: -11

How did COC(=O)c1c(NC(=O)C2CCCO2)sc2c1CCC2 (centres undefined) do in these assays?
mcGAS RapidFire: -6

What do the screens show for `Cc1[nH]c2ccc(CNC(=O)C(c3cccnc3)N3CCOCC3)cc2c1C` (centres undefined)?
mcGAS RapidFire: -2

The main list resumes; the 4 compounds before the break are reprinted first.
Results for COC(=O)C1CCN(C(=O)COc2cc(C(C)C)c(Cl)cc2C)CC1 ?
mcGAS RapidFire: -3

Results for CCn1c(CC2CCN(Cc3ccc4nonc4c3)CC2)nn(C)c1=O ?
mcGAS RapidFire: -36

Results for CC(C)=CCC/C(C)=C/CN1C[C@@H](Sc2nc3ccccc3[nH]2)C[C@H]1C(=O)N(C)C ?
mcGAS RapidFire: -11

What do the screens show for `Cc1[nH]c2ccc(CNC(=O)C(c3cccnc3)N3CCOCC3)cc2c1C` (centres undefined)?
mcGAS RapidFire: -2

What do the screens show for `Cc1cn2c3c(=O)n(CCN4CCCCC4)c(=O)n(C)c3nc2n1-c1ccc(Cl)cc1`?
mcGAS RapidFire: -2

What do the screens show for `O=C(CC12CC3CC(CC(C3)C1)C2)n1cc(Br)cn1`?
mcGAS RapidFire: 0

How did Cc1ccccc1-c1n[nH]c(=S)n1-c1ccc(Cl)c(Cl)c1 do in these assays?
mcGAS RapidFire: -4

What do the screens show for `Cc1cccc2nc(C(=O)N3CCCC(c4ccn[nH]4)C3)c(F)n12` (centres undefined)?
mcGAS RapidFire: -11

What do the screens show for `FC(F)(F)CCc1ccnc(NCC2COc3ccccc3O2)n1` (centres undefined)?
mcGAS RapidFire: -12

What do the screens show for `Clc1ccc(C(c2ccc(Cl)cc2)N2CCNCC2)cc1`?
mcGAS RapidFire: 1

Results for COc1ccc(NC(=O)C2CC(=O)N(C)C(=Nc3ccc(C)c(Cl)c3)S2)cc1 (centres undefined) ?
mcGAS RapidFire: -3

How did CN1CC2(CCCN(CC(=O)Nc3cnn(C)c3)C2)OC1=O (centres undefined) do in these assays?
mcGAS RapidFire: -10

What do the screens show for `COC(=O)c1cc2n(n1)CCN(C(=O)c1csc(CN(C)C)n1)C2`?
mcGAS RapidFire: -16

How did CC1=NN(C(=O)c2cccc(O)c2)C(O)(C(F)(F)F)C1 (centres undefined) do in these assays?
mcGAS RapidFire: 3

Results for Cc1sc2nc(C(C)Sc3nnc(C4CC4)n3C3CC3)[nH]c(=O)c2c1C (centres undefined) ?
mcGAS RapidFire: -2

Results for CC(NC(=O)C(C)(C)C)C(=O)N1CCc2ccccc21 (centres undefined) ?
mcGAS RapidFire: -7

How did COc1ccc(S(=O)(=O)NC(C)(C)C)cc1N(C)S(C)(=O)=O do in these assays?
mcGAS RapidFire: -37

Results for COc1cc(C(=O)OCc2cc(=O)n3cc(Br)ccc3n2)cc2c1OCCO2 ?
mcGAS RapidFire: -4

How did O=C(c1cc2n(n1)CCN(C(=O)c1cccc(=O)[nH]1)C2)N1CCCC1 do in these assays?
mcGAS RapidFire: -5

Results for Cc1cc(C)n(CCCNC2CCC(C#N)(c3ccccc3)CC2)n1 (centres undefined) ?
mcGAS RapidFire: -22

What do the screens show for `CC(O)[C@H]1C(=O)N2C1CCOC21CCCCC1` (some centres undefined)?
mcGAS RapidFire: -6

What do the screens show for `COc1cc(S(=O)(=O)NCc2ccc3c(c2)OCO3)ccc1Br`?
mcGAS RapidFire: 5

What do the screens show for `COc1cc(-c2c(C#N)c(N)nc3c2c(C)nn3-c2ccc(C)c(C)c2)ccc1O`?
mcGAS RapidFire: -7

What do the screens show for `Cn1ncc(C(=O)O)c1-c1ccccc1`?
mcGAS RapidFire: -4

Results for COc1ccc2cc(-c3[nH]ncc3CN3CCN(c4ccc(O)cc4)CC3)ccc2c1 ?
mcGAS RapidFire: -21

Results for Cc1ccccc1Cn1cc(C(=O)N2CCC(C(=O)c3ccccc3)CC2)nn1 ?
mcGAS RapidFire: -4

Results for O=C(NCc1ccccn1)C(=O)NCC1OCCCN1S(=O)(=O)c1ccc(F)cc1 (centres undefined) ?
mcGAS RapidFire: -2

How did Nc1ncccc1C(=O)OCc1ccc(-c2ccccc2)cc1 do in these assays?
mcGAS RapidFire: -4

How did CC(OC(=O)COc1ccc(Br)cc1Cl)C(N)=O (centres undefined) do in these assays?
mcGAS RapidFire: 1

Results for COc1ccccc1OC1CN(Cc2cccc(OC)c2O)C1 ?
mcGAS RapidFire: -11

How did CC(C)c1cc(C(=O)N2Cc3cnn(Cc4ccc(F)cc4)c3C2)on1 do in these assays?
mcGAS RapidFire: -19

How did CCC1CN(C(=O)CN2CCCCc3ccc(OC)cc32)CCO1 (centres undefined) do in these assays?
mcGAS RapidFire: 0

How did COC(=O)c1ccc(C2C3C(=O)CC(c4cccs4)CC3=Nc3ccccc3N2C(=O)C2CC2)cc1 (centres undefined) do in these assays?
mcGAS RapidFire: -6

What do the screens show for `O=C(Cn1cnnn1)Nc1ccc(Br)c(C(F)(F)F)c1`?
mcGAS RapidFire: -13

How did Cc1cccc2c(=O)n(CCN(C)C)c(=S)[nH]c12 do in these assays?
mcGAS RapidFire: -12

How did Cc1cc(C)n(CC(C)n2cnc3sc4c(c3c2=O)CCNC4)n1 (centres undefined) do in these assays?
mcGAS RapidFire: -5

What do the screens show for `Cc1sc2nc(-c3cccs3)nc(Oc3cccnc3[N+](=O)[O-])c2c1C`?
mcGAS RapidFire: 21

Results for CN(Cc1ccccc1)c1nc(N)c([N+](=O)[O-])c(NCC2CCCO2)n1 (centres undefined) ?
mcGAS RapidFire: -14

How did CC(C)c1ccc2c(c1)CCCN2C(=O)CSC1CCS(=O)(=O)C1 (centres undefined) do in these assays?
mcGAS RapidFire: -7

Results for O=C(C=C1CCCCC1)N(Cc1ccccc1)CC(O)c1cccs1 (centres undefined) ?
mcGAS RapidFire: 1

Results for CC(C)N1C(=O)COCc2cc(-c3cnc4ccccc4c3)ccc21 ?
mcGAS RapidFire: 2

Results for O=C(Nc1ccc(Br)cn1)C1CC1c1cccc(F)c1 (centres undefined) ?
mcGAS RapidFire: -5

What do the screens show for `Cc1ncsc1CCN(C)C(=O)Cn1c(C)nc2ccccc21`?
mcGAS RapidFire: -8

What do the screens show for `CN(C(=O)CNC1(CCO)CCOCC1)c1ccccc1`?
mcGAS RapidFire: -4

What do the screens show for `C=CCNC(=O)NC(=O)CN(CC)c1cc(C)ccc1C`?
mcGAS RapidFire: -14

Results for COC(=O)C1(C(O)C(=O)c2ccc(C)cc2C)CCCCC1 (centres undefined) ?
mcGAS RapidFire: -9

Results for O=C(Cc1c(Cl)cccc1Cl)NCc1ccccc1F ?
mcGAS RapidFire: -15

Results for NC1C2CN3CCN(C2)CC1(Cc1ccccc1)C3 (centres undefined) ?
mcGAS RapidFire: -4

What do the screens show for `O=C1NCc2ccc(NC(=O)c3sccc3OC(F)F)cc21`?
mcGAS RapidFire: -9

Next section, starting with the last 7 of the part before.
What do the screens show for `Cc1ncsc1CCN(C)C(=O)Cn1c(C)nc2ccccc21`?
mcGAS RapidFire: -8

What do the screens show for `CN(C(=O)CNC1(CCO)CCOCC1)c1ccccc1`?
mcGAS RapidFire: -4

What do the screens show for `C=CCNC(=O)NC(=O)CN(CC)c1cc(C)ccc1C`?
mcGAS RapidFire: -14

Results for COC(=O)C1(C(O)C(=O)c2ccc(C)cc2C)CCCCC1 (centres undefined) ?
mcGAS RapidFire: -9

Results for O=C(Cc1c(Cl)cccc1Cl)NCc1ccccc1F ?
mcGAS RapidFire: -15

Results for NC1C2CN3CCN(C2)CC1(Cc1ccccc1)C3 (centres undefined) ?
mcGAS RapidFire: -4

What do the screens show for `O=C1NCc2ccc(NC(=O)c3sccc3OC(F)F)cc21`?
mcGAS RapidFire: -9

What do the screens show for `CCOC(=O)C1(C)CCCCCN1C(=O)c1ccc(OC)c(F)c1` (centres undefined)?
mcGAS RapidFire: 1

How did Cc1ccc2c(NC(=O)c3ccc(Cn4ccnc4)cc3)cccc2n1 do in these assays?
mcGAS RapidFire: -6

What do the screens show for `CCCCOC(=O)CN1C(=O)NC2(CCC(C)CC2)C1=O` (centres undefined)?
mcGAS RapidFire: -7

Results for CCSc1nc2ccc(NC(=O)CSc3nnc(C)s3)cc2s1 ?
mcGAS RapidFire: -12

What do the screens show for `O=C(CN(Cc1ccco1)Cc1cccs1)N1CCNC1=O`?
mcGAS RapidFire: -5

What do the screens show for `COCCNC(=O)CSc1nnc(NC2CC2)s1`?
mcGAS RapidFire: 3

What do the screens show for `Cc1cc(Br)ccc1NC(=O)c1ccccn1`?
mcGAS RapidFire: -10

How did COc1ccc(C)cc1CN(C)S(=O)(=O)c1ccc2c(c1)OCCO2 do in these assays?
mcGAS RapidFire: -7

How did Cc1ccc([N+](=O)[O-])cc1N=C(c1cccc(Br)c1)N1CCOCC1 do in these assays?
mcGAS RapidFire: -8

How did Cc1cc(=O)n2c(n1)SCC2CC(=O)Nc1ccc(C(C)C)cc1 (centres undefined) do in these assays?
mcGAS RapidFire: -3

How did CC(=O)N1CCCN(Cc2csc(Nc3ccc(C)c(C)c3)n2)CC1 do in these assays?
mcGAS RapidFire: -5

What do the screens show for `CC(=O)CSc1nc(C23CC4CC(CC(C4)C2)C3)cc(C)c1C#N`?
mcGAS RapidFire: -25

What do the screens show for `COc1ccc(S(=O)(=O)N2CCN(C)CC2)cc1-c1nnc2c3ccccc3c(C)nn12`?
mcGAS RapidFire: -18

What do the screens show for `Nc1ncc(Br)cc1S(=O)(=O)Nc1cccc(F)c1`?
mcGAS RapidFire: -4

What do the screens show for `CC1(C(=O)NS(=O)(=O)c2cccc(OC(F)F)c2)CCN1C(=O)CCC1CCCC1` (centres undefined)?
mcGAS RapidFire: -7

How did CC(C)c1ccc2nc(C3CCCS3)[nH]c(=O)c2c1 (centres undefined) do in these assays?
mcGAS RapidFire: -14&-10

How did Cc1ccc(S(=O)(=O)NC(=O)C2(C)CCN2C(=O)C2(c3ccc(Cl)cc3)CCC2)cc1 (centres undefined) do in these assays?
mcGAS RapidFire: -16

How did CC1ON=C(c2ccc(N(C)C)cc2)N(Cc2ccc(S(C)(=O)=O)cc2)C1=O (centres undefined) do in these assays?
mcGAS RapidFire: 7

How did Fc1ccc(Nc2nc(NCc3ccc4c(c3)OCO4)nc3[nH]ncc23)cc1 do in these assays?
mcGAS RapidFire: -4

How did N#Cc1cc2c(cc1C#N)-n1c(-c3ccccc3)nnc1-c1ccccc1O2 do in these assays?
mcGAS RapidFire: -25

What do the screens show for `CCOc1ccccc1CN1CCN(Cc2ccccc2Cl)CC1CCO` (centres undefined)?
mcGAS RapidFire: -12

Results for CC(C(=O)NCC1CCCCC1)n1cnc2c1c(=O)n(C)c(=O)n2C (centres undefined) ?
mcGAS RapidFire: -3

How did Cc1ccc(SCC(=O)NC(C)c2ccc(-n3cncn3)cc2)c(C)c1 (centres undefined) do in these assays?
mcGAS RapidFire: -2

How did COc1ccc(CNC(c2ccc(Cl)cc2)c2nccn2C)cc1C (centres undefined) do in these assays?
mcGAS RapidFire: 2

Results for COc1ccc(C(=O)NC(=O)CN2CCN(c3ncccn3)CC2)cc1 ?
mcGAS RapidFire: -4

Results for CCCN1CCCN(C(=O)c2ncoc2-c2ccccc2Cl)CC1 ?
mcGAS RapidFire: -10

What do the screens show for `COc1ccc(Cl)cc1CN1C(=O)C(C)ON=C1c1ncccc1C` (centres undefined)?
mcGAS RapidFire: 0

Results for O=C(NCc1ccco1)c1cc(-c2ccco2)on1 ?
mcGAS RapidFire: 8

What do the screens show for `c1nc(NCCC2CCCOC2)cc(N2CCCCC2)n1` (centres undefined)?
mcGAS RapidFire: -14

How did CC(=O)c1oc2ccccc2c1NC(=O)COC(=O)c1ccccc1 do in these assays?
mcGAS RapidFire: -10

What do the screens show for `COCCCC(=O)N1C(C)CC(c2ccccc2)C1C` (centres undefined)?
mcGAS RapidFire: -1

What do the screens show for `Cc1nn2c(CN(C(=O)c3cccs3)c3ccccc3)nnc2c2ccccc12`?
mcGAS RapidFire: -28

How did COc1ccccc1OCc1cc(C(=O)N(C)Cc2cc(C)no2)no1 do in these assays?
mcGAS RapidFire: -11
